14-3-3 Bad PPI: inhibitors of 14-3-3 zeta/Bad binding, primary screen, biochemical, TR-FRET, bovine 14-3-3 zeta; 14-3-3 protein zeta/delta (Bos taurus), P63103; inhibition, % at 21.7 µM; TR-FRET 14-3-3zeta/Dy647-pBad peptide displacement, 1 h; 0.71% of 220,000 active; AID 781, 2007;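 active = inhibition above about 70%, limit read from the data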;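 also: 0% = full 14-3-3 plus peptide FRET controls and 100% = background without 14-3-3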
Target sequence (P63103 whole entry, looked up): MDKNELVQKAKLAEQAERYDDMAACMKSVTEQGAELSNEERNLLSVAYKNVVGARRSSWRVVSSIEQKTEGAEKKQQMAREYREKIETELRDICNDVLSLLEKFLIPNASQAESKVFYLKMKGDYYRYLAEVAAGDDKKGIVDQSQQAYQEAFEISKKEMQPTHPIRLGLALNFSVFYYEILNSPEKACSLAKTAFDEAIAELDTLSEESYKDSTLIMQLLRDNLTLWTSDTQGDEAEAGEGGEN
FXIIa inh: human FXIIa protease inhibitors, primary screen, biochemical, 1536-well; Coagulation factor XII (Homo sapiens), P00748; purified FXIIa, Boc-QGR-AMC fluorogenic substrate, 2 h; inhibition, % at 5 µM; 0.3% of 220,000 active; AID 800, 2007; in the data active = inhibition above about 40%;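 also: 0% = enzyme with no compound and 100% = blank without enzyme; many of its hits are not listed in these tables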
Thrombin inh: human alpha-thrombin inhibitors, primary screen, counter-screen for coagulation protease inhibitor project, biochemical, 1536-well, fluorogenic AMC substrate; Prothrombin (Homo sapiens), P00734; Boc-VPR-AMC fluorogenic substrate cleavage; inhibition, % at 5 µM; 0.26% of 220,000 active; AID 1046, 2008;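 active = inhibition at or above 40%; inactive = inhibition below 40%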;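 also: 0% = enzyme with no compound and 100% = wells without enzyme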
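signal = AMC fluorescence, 355/460 nm | material = human alpha-thrombin enzyme | control set = enzyme without compound as high, wells lacking enzyme as low | times = reaction at room temperature | read-out basis = percent inhibition scaled between no-compound controls and no-enzyme blanks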
Runt-SMMHC FRET: inhibitors of RUNX1 Runt–CBFb-SMMHC binding, primary screen, biochemical, FRET, Cerulean-Runt, Venus-CBFb-SMMHC, uHTS; Runt-related transcription factor 1 (Homo sapiens) + Core-binding factor subunit beta …; Cerulean-Runt/Venus-CBFb-SMMHC FRET ratio 530/480, 1 h; inhibition, % at 20 µM; 0.74% of 220,000 active; AID 1434, 2008;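 active = mean inhibition across duplicate retests at 20 µM reaching about 50%, limit read from the data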;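 also: 0% = DMSO wells and 100% = wells with excess untagged CBFb-SMMHC; inhibitors lower the FRET ratio by blocking Runt binding to CBFb-SMMHC; some results filed as inactive read as strong as hits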
Wee1 degr inh: Wee1 degradation inhibitors, primary screen, cell-based, HeLa, Wee1K328M-luciferase, luminescence | Wee1-like protein kinase (Homo sapiens), P30291 | reporter increase, % at 5 µM | 1.2% of 220,000 active | HeLa Luc-Wee1K328M stability; 100% = proteasome inhibitor MG132 effect;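 active = activation above the mean of all tested compounds plus 3 SD, set per screening run, cut at about 8.8% in these data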;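 also: cells exposed to compound for 20 h before luminescence read; 0% = DMSO alone and 100% = MG132 at 30 µM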
Target sequence (P30291 whole entry K328M): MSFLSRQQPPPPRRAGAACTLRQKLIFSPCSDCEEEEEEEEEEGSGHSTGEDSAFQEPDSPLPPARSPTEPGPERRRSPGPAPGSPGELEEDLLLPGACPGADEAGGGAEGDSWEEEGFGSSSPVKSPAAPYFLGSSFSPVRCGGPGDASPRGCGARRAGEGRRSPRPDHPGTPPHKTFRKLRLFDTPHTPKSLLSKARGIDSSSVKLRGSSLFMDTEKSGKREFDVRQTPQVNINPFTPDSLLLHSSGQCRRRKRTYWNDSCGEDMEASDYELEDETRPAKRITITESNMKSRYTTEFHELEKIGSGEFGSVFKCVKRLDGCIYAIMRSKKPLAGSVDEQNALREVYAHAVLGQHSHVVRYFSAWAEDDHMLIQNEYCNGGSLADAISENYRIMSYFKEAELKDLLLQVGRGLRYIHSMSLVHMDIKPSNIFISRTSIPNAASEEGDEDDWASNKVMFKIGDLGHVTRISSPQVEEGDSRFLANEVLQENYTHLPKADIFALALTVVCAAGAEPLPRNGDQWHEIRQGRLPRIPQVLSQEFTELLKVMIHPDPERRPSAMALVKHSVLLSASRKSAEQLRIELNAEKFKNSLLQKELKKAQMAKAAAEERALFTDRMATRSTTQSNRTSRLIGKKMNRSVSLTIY
hK5 inh: human KLK5 protease inhibitors, primary screen, biochemical, 1536-well; inhibition, % at 5 µM; 0.59% of 210,000 active; recombinant hK5, fluorogenic AMC substrate cleavage;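 active = inhibition of 40% or more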;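 also: 0% = enzyme controls without compound and 100% = no-enzyme blanks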
Runt-CBFb FRET: inhibitors of RUNX1 Runt–CBFb binding, primary screen, biochemical, FRET, Cerulean-Runt, Venus-CBFb, uHTS. Runt-related transcription factor 1 (Homo sapiens) + Core-binding factor subunit beta …. Cerulean-Runt/Venus-CBFb FRET ratio 530/480, 1 h. inhibition, % at 20 µM. 0.46% of 220,000 active. AID 1496, 2009;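 active = inhibition over about 50% at 20 µM in the single-dose screen, limit read from the data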;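 also: 0% = DMSO wells and 100% = excess unlabeled CBFb competitor control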
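Buffer or medium: Tris pH 7.5 buffer with BSA. Assay system: Cerulean-labeled Runt domain protein. Amount: each fluorescent fusion protein 100 nM. Read-out basis: loss of energy transfer signal. Incubation: 1 h compound exposure, room temperature. Probe or stimulus: Venus-CBFb binding partner, 100 nM. Detection: FRET, excitation 422 nm, emission at 530 and 480 nm.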
FXIa inh 1536: human FXIa protease inhibitors, primary screen, biochemical, 1536-well | Coagulation factor XI (Homo sapiens), P03951 | purified FXIa, Boc-Glu-Ala-Arg-AMC fluorogenic substrate | inhibition, % at 5 µM | 0.14% of 220,000 active | AID 798, 2007;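 active = inhibition of at least 40%; inactive = inhibition below 40%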;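 also: fluorescence of freed AMC excited at 355 nm; 0% = enzyme without compound and 100% = no enzyme blank; many of its hits are not listed in these tables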
Hck-Nef inh: inhibitors of Nef-activated human Hck kinase, primary screen, biochemical, Z-Lyte FRET, 384-well, Hck-YEEI; Recombinant Hck-YEEI plus Nef, Z-Lyte FRET kinase assay; inhibition, % at 20 µM; 0.68% of 220,000 active; AID 463187, 2010;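 active = Hck-Nef kinase inhibition above about 50%, limit read from the data; inactive = inhibition below that limit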;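 also: 0% = DMSO with Hck plus Nef and 100% = Hck alone without Nef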
* = called active by the depositor; nt = no result given; [ ] = another dose, or the depositor's remark.

SMILES	14-3-3 Bad PPI	FXIIa inh	Thrombin inh	Runt-SMMHC FRET	Wee1 degr inh	hK5 inh	Runt-CBFb FRET	FXIa inh 1536	Hck-Nef inh
COc1ccccc1-n1c(CNC(=O)c2ccco2)nnc1SCC(=O)Nc1cc(C)ccc1C	1	16	0	6	-3	-6	1	1	1
S=C(c1cn(CCOc2cccc3ccccc23)c2ccccc12)N1CCCC1	-53	7	-3	5	-2	-7	0	15	1
C[C@@H](C(=O)Nc1ccc2ccccc2c1)[C@@H]1C[C@@]1(C)[C@@H](NC(=O)c1ccccc1)c1ccccc1	0[fluorescence artefact?]	16	5	0	-2	-4	0	6	-3
O=C(Cn1cc(C(F)(F)F)cc(Cl)c1=O)Nc1cccc(Cl)c1	4	29	4	-2	-2	-10	2	20	3
O=C(Nc1ccccc1)C1=C[C@H](c2ccc(Br)cc2)C[C@H](OCc2ccc(CO)cc2)O1	-2	9	-5	-1	11*	0	0	-2	-10
Cc1cc(=O)oc2cc(OC(C)C(=O)Nc3nccs3)ccc12 (centres undefined)	5	6	-4	-4	5	1	-1	-1	-9
Cc1nc(Sc2nnnn2C)c2c3c(sc2n1)CCC3	-7	-1	-2	-1	-2	-6	-2	-5	0
CC(C)Sc1nnc([C@H](Cc2ccccc2)NC(=O)OC(C)(C)C)o1	-3	-1	-18	-8	3	-6	5	-8	-9
CC(Sc1ccccc1)C(=O)Nc1cccc(N(C)S(C)(=O)=O)c1 (centres undefined)	-1	12	-1	-3	2	5	-1	-4	-1
CCO[C@@H]1OC(C(=O)N2CCOCC2)=C[C@H](C)[C@H]1CCCO	-3	9	1	-5	-1	1	1	1	11
O=C(Nc1cc(Cl)ccc1O)c1snnc1-c1ccccc1	2	16	5	-7	-2	-20	0	4	0
Cc1nn(CC(=O)N2CCc3ccccc3C2)c(C)c1[N+](=O)[O-]	-7	85*	-1	-1	1	22	0	38	12
CCOc1ccc(NC(=O)N(C2CCCCCC2)C2CCN(C(C)=O)CC2)cc1	-19	15	5	-8	2	-16	-4	6	2
CCOC(=O)c1cc(NC(=O)c2ccccc2)c(=O)oc1-c1ccccc1	-14	14	8	1	1	-11	-2	8	1
O=C(CC1(O)C(=O)Nc2ccccc21)c1ccccc1O (centres undefined)	1	7	2	4	1	1	-2	0	0
O=C(NC(C(=O)c1ccccc1)N1CCOCC1)c1ccccc1 (centres undefined)	-6	15	1	0	3	13	-1	10	-8
COc1ccc(-c2nc(C#N)c(N3CCCCCC3)o2)cc1	11	-18	-2	-1	-2	-21	-1	-14	4
Cc1ccc(N2C(=O)CC3(CCCC3)CC2=O)cc1	-4	4	-2	-3	-1	8	1	2	13
C[n+]1cc(C(=O)N2CCCCC2)ccc1/C=C/c1c[nH]c2ccccc12	-8	8	-4	-201	-3	4	-182	-1	6
c1ccc(Oc2cnc3ccccc3n2)cc1	-3[fluorescence artefact?]	-1	5	0	-1	-8	-1	-1	-1
O=C(Nc1nc2c(ccc3ccccc32)s1)c1cc([N+](=O)[O-])ccc1N1CCOCC1	-4	4	-2	-8	-4	-1	-1	-2	12
Cc1cc(C)nc(N2CCC(C(=O)N3CCN(c4cc(Cl)ccc4C)CC3)CC2)n1	-1	0	-11	-2	-2	-7	-11	0	2
CCOC(=O)C1=NN(C(=O)COc2ccccc2)C(O)(c2ccc(Br)cc2)C1 (centres undefined)	-4	0	-6	-3	-4	-6	0	-5	20
Cc1cccc(OCc2nnc(N)s2)c1	-5	19	2	4	0	9	3	10	0
Cc1cc(C)nc(NS(=O)(=O)c2ccc(NS(=O)(=O)c3ccsc3)cc2)n1	3	7	-7	-8	4	1	1	1	11

Sorted by the number under Runt-SMMHC FRET (low to high): 3 of the compounds above
canonical_smiles | 14-3-3 Bad PPI | FXIIa inh | Runt-SMMHC FRET | Wee1 degr inh | hK5 inh | Runt-CBFb FRET | FXIa inh 1536 | Hck-Nef inh
O=C(Nc1nc2c(ccc3ccccc32)s1)c1cc([N+](=O)[O-])ccc1N1CCOCC1 | -4 | 4 | -8 | -4 | -1 | -1 | -2 | 12
Cc1cc(=O)oc2cc(OC(C)C(=O)Nc3nccs3)ccc12 (centres undefined) | 5 | 6 | -4 | 5 | 1 | -1 | -1 | -9
S=C(c1cn(CCOc2cccc3ccccc23)c2ccccc12)N1CCCC1 | -53 | 7 | 5 | -2 | -7 | 0 | 15 | 1

The list goes on.
SMILES	14-3-3 Bad PPI	FXIIa inh	Thrombin inh	Runt-SMMHC FRET	Wee1 degr inh	hK5 inh	Runt-CBFb FRET	FXIa inh 1536	Hck-Nef inh
CCOc1ccc(N2C(=O)CC(n3ccc(C)n3)C2=O)cc1 (centres undefined)	10	13	-3	2	-1	-5	-1	3	2
COc1cc(C(=O)N2CCN(C/C=C/c3ccccc3)CC2)cc(OC)c1C	-1	31	30	-1	0	46*	-5	0	1
O=C(CN1C(=O)NC2(CCCCC2)C1=O)NCc1ccc2c(c1)OCO2	-7	3	-4	-4	-5	10	-2	-3	0
O=C(CSc1n[nH]c(=O)[nH]c1=O)NC1CC1	0	5	-4	-1	-3	7	-2	-2	-28
COc1ccc(OC)c2[nH]c(=O)c(CCNC(=O)C(=O)c3c[nH]c4ccccc34)cc12	-1	2	24	0	-1	-1	-6	-5	16
CCOC(=O)N1c2ccccc2C=CC1OCC (centres undefined)	-1	12	-1	5	-1	4	-2	13	-3
O=C(c1cccnc1Cl)N1CCOCC1	-14	9	6	-3	7	1	-1	-2	-7
CCn1nnnc1SCC(=O)Nc1nc2ccccc2s1	-10	10	-7	2	1	3	0	-1	20
O=C(Nc1ccc(Cl)cc1)c1cc2c(cc1O)[nH]c1ccccc12	1	8	-1	6	4	0	11	1	44
O=C(N/N=C/c1sc(=O)n(-c2ccccc2)c1Cl)c1ccncc1	-12[fluorescence artefact?]	18	1	-7	2	-14	5	9	1
COc1ccc(S(=O)(=O)N2CCN(C)CC2)cc1Br	4	8	-7	1	0	-1	-2	2	-1
CCCN(Cc1cc2ccc(C)cc2[nH]c1=O)C(=O)c1cccnc1	2	2	-6	0	-2	2	0	-3	1
O=S1(=O)NC(=NCC(c2ccco2)N2CCCCC2)c2ccccc21 (centres undefined)	-4	8	-5	-4	0	-6	0	3	-5
O=C(NCc1ccccc1)Nc1cccn(Cc2ccccc2F)c1=O	-26	6	-3	1	-1	-20	2	0	1
CC(NC(=O)COc1ccccc1)C(=O)OCC(=O)c1cc2ccccc2o1 (centres undefined)	5	3	-6	3	-3	0	0	-9	2
CCOC(=O)N1CCN(c2c(N3CCN(c4ccc(F)cc4)CC3)c(=O)c2=O)CC1	0	8	-3	-1	2	-2	1	2	2
Cc1nc(N2CCN(C)CC2)c2c(C)c(C(=O)Nc3ccc(C)c(F)c3)sc2n1	-9	14	3	-3	-2	8	0	-2	-1
Cc1cc(C)n2nc(SCc3nnc(-c4ccccc4Br)o3)nc2n1	-7	0	-3	-2	1	1	-1	0	24
O=c1c(Cl)cc(Cl)nn1-c1ccccc1	7[fluorescence artefact?]	3	-4	-1	5	-16	0	-2	6
O=S(=O)(CC(CN1CCCCC1)N1CCCCC1)c1ccccc1 (centres undefined)	-3	3	-9	-3	3	-1	1	-4	28
CC(=O)c1ccc(OCC(=O)NCC(c2ccco2)N2CCCCC2)cc1 (centres undefined)	-3	10	-1	-3	0	15	0	2	12
CCOC(=O)Oc1ccc(C(=O)OCCCN(C)C)cc1OC	6[fluorescence artefact?]	12	-1	5	0	-12	-1	10	6
O=C1CCCC2=C1C(c1ccncc1)Nc1ccccc1N2 (centres undefined)	-4	15	-3	-2	-2	-6	1	6	1
CCOc1ccccc1NS(=O)(=O)c1cccc2nsnc12	8	-13	-2	0	-1	-2	4	-1	-2
CCc1ccc(C(=O)NNC(=O)CCN2CCN(Cc3ccccc3)CC2)cc1	-4	7	3	6	-3	2	0	-1	24
Next structures:
SMILES	14-3-3 Bad PPI	FXIIa inh	Thrombin inh	Runt-SMMHC FRET	Wee1 degr inh	hK5 inh	Runt-CBFb FRET	FXIa inh 1536	Hck-Nef inh
O=C(Nc1ccccc1)N1CCC(C(=O)N2CCN(S(=O)(=O)c3cccc(F)c3)CC2)CC1	nt	nt	nt	2	-2	nt	-1	nt	2
O=C(Nc1ccnc(-c2cccnc2)n1)c1ccccc1Cl	1	13	2	2	-2	10	2	4	2
Cc1ccc(Cn2nnc3c(=O)n(Cc4cccc(C)c4)cnc32)cc1	-5	-5	0	-2	0	3	-2	-2	-3
Cc1ccc(C)c(NC(NC(=O)c2cccnc2)C(Cl)(Cl)Cl)c1 (centres undefined)	-7	14	1	4	5	1	-1	-3	1
O=C(CSc1nnc(-c2ccc(Cl)cc2)n1-c1ccccc1)N/N=C/c1ccccc1C(=O)O	-5	12	1	0	-2	2	-4	1	23
CC(=O)OCc1c(F)c(F)c(-n2nc(C)cc2C)c(F)c1F	-8	12	3	2	-2	-3	-2	6	1
Cc1c(Cc2c(Cl)cccc2Cl)c(=O)ccn1C(C)c1ccccc1 (centres undefined)	5[fluorescence artefact?]	-17	-6	2	6	-2	0	-3	0
CCc1nc2ccccc2c(C(=O)OCC(=O)Nc2ccc(S(=O)(=O)N3CCOCC3)cc2)c1C	4	-11	-14	-5	-4	-1	-7	-6	3
COc1cccc(/C=C(/C#N)c2ccc(F)cc2)c1OCc1cccc(C(=O)O)c1	-10[fluorescence artefact?]	-3	-4	-4	-1	-20	-4	-6	5
CC1CCC(C(=O)NC(C(=O)N2CCc3ccccc3C2)C(C)C)CC1 (centres undefined)	3[fluorescence artefact?]	0	-9	1	5	-22	1	2	2
Cc1ccc(NC(=O)CSc2ncc(S(=O)(=O)c3ccccc3)c(=O)[nH]2)cc1C	26[fluorescence artefact?]	5	-5	-5	-2	-10	2	6	2
COC(=O)[C@@]1(Cc2ccc(OC)cc2)[C@H]2c3cc(C(=O)N(C)C)[nH]c3C[C@H]2CN1C(=O)c1ccccc1	29[fluorescence artefact?]	6	-4	-11	1	-3	-5	-5	-7
O=C1CC(=O)CC(c2ccco2)C1	-4	-2	-7	0	3	3	2	-8	-7
Cc1nnc(SCC(=O)NNC(=O)c2ccccc2)n1-c1ccccc1	5	10	-1	5	2	-5	-1	1	-1
O=[N+]([O-])c1cccc(-c2noc(-c3cccs3)n2)c1	-11	2	-10	-6	0	-1	0	0	12

Screening results as filed in PubChem.
